# High-throughput results (PubChem BioAssay)
# C diff HTS = C. difficile growth inhibitors, primary screen, HTS; Clostridium difficile clinical isolate growth, OD600, 24 h; active compounds read low; growth activity, negative = inhibition, % at 16 µg/mL (by protocol); actives 0.25% (n = 86,000);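 active = mean growth activity at or below -80% and every replicate also at or below -80%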;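 also: 0% = DMSO wells and -100% = levofloxacin 16 µg/mL wells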
# T cruzi growth = T. cruzi intracellular proliferation inhibitors, primary screen, cell-based, beta-gal Tulahuen parasites, NIH3T3 host, luminescence; AID 624255, 2012; actives 5.9% (n = 77,000); inhibition, % at 8.34 µM; T. cruzi beta-gal in NIH3T3, GalScreen luminescence, 90 h;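 active = mean inhibition above about 93%, with at least 55% of replicates each passing it, limit read from the data, passing the limit was not always enough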
# KDM4C inh = inhibitors of GASC-1 (KDM4C) histone demethylase, primary screen, biochemical, single concentration HTS | actives 0.15% (n = 96,000) | Lysine-specific demethylase 4C (Homo sapiens), Q9H3R0 | AID 720574, 2013 | GST-KDM4C 2-372, H3K9me3 peptide, LANCE TR-FRET | inhibition, % at 12.5 µM;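 active = mean replicate inhibition above about 25%, with at least 55% of replicates also reaching it, limit read from the data, passing the limit was not always enough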
# Target sequence (Q9H3R0 2-372 limits assumed): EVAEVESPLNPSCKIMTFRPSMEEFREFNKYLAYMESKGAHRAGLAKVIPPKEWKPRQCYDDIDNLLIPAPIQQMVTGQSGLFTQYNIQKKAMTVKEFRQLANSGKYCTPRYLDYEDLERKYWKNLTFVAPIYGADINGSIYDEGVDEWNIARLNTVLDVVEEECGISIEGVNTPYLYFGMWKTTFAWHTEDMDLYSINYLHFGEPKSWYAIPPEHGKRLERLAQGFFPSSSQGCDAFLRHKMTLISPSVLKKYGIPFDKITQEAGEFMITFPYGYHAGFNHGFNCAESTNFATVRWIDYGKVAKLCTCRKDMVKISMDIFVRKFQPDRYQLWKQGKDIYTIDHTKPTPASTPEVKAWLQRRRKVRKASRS
#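 material = GST-tagged GASC-1 (JMJD2C) catalytic fragment, aa 2-372 | amount = enzyme final amount 10 nM | medium = HEPES buffer, pH 7.5, plus ascorbate | also added = H3K9me3 peptide substrate, Fe(II), 2-oxoglutarate | dosing = single dose | times = 30 min demethylation and 1 h detection at room temperature | detection = LANCE TR-FRET | read-out basis = Fall in 671/618 emission ratio as inhibition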
# Pf Dd2 growth = P. falciparum Dd2 growth inhibitors, primary screen, SYBR Green fluorescence, single dose replicates; 72 h; active compounds read low; activity change, % at 10 µM; actives 2.3% (n = 94,000); in the data active = activity change below about -80%
# * marks the source's active call; other numbers are inactive results; . = not tested or not shown; & = joins results of further samples.
1	C[C@H]1CN([C@@H](C)CO)C(=O)Cc2cc(NC(=O)CCN3CCOCC3)ccc2O[C@@H]1CN(C)Cc1ccncc1
2	CO[C@@H](CN(C)C(=O)c1ccc2c(c1)OCO2)[C@@H](C)CN([C@@H](C)CO)S(=O)(=O)c1ccc(F)cc1
3	CCCNC(=O)C[C@H]1CC[C@@H]2[C@H](COc3ccc(NC(=O)NC(C)C)cc3C(=O)N2C)O1
4	CCCN(C)C[C@@H]1OCc2cnnn2CCCC(=O)N([C@@H](C)CO)C[C@@H]1C
5	CCCC#Cc1ccc2c(c1)O[C@@H](CN(C)C(=O)C1CCC1)[C@H](C)CN([C@@H](C)CO)S2(=O)=O
6	C[C@H]1CN([C@@H](C)CO)C(=O)c2cccc(NS(=O)(=O)c3cn(C)cn3)c2O[C@H]1CN(C)C(=O)Nc1cccc2ccccc12
7	CO[C@H]1CN(C)C(=O)c2ccc(NC(=O)c3nc4ccccc4s3)cc2OC[C@H](C)N(Cc2cccnc2)C[C@@H]1C
8	CO[C@@H]1CN(C)C(=O)c2ccc(NC(C)=O)cc2OC[C@@H](C)N(C(=O)C2CCOCC2)C[C@@H]1C
9	CCC(=O)N1CCC2(CC1)CN(C(C)=O)[C@H](CO)c1[nH]c3cc(OC)ccc3c12
10	C[C@@H]1CN([C@@H](C)CO)C(=O)c2cc(NC(=O)CCCN(C)C)ccc2O[C@@H]1CN(C)S(=O)(=O)c1cn(C)cn1

entry no.	1	2	3	4	5	6	7	8	9	10
C diff HTS	1	.	-1	-6	-8	.	-15	.	0	3
T cruzi growth	9	25	15	-11	92	-55	.	-3	.	37
KDM4C inh	-0.3	0.1	-0.7	0.0	-2.3	3.0	9.1	0.6	0.6	1.8
Pf Dd2 growth	1	14	22	0	-56	-5	-32	-9	10	22

11	COc1ccc(NC(=O)Nc2ccc3c(c2)C(=O)N([C@@H](C)CO)C[C@H](C)[C@H](CN(C)C(=O)Nc2ccc(OC)cc2)OCCCC[C@@H](C)O3)cc1
12	CC(C)NC(=O)Nc1ccc2c(c1)C(=O)N(C)[C@H]1CC[C@H](CC(=O)NCC3CCCCC3)O[C@H]1CO2
13	O=C(C[C@@H]1CC[C@H]2[C@@H](COC[C@H](O)CN2S(=O)(=O)c2ccc(F)cc2)O1)NCCN1CCCCC1
14	C/C=C/c1ccc([C@H]2[C@@H](CO)N(Cc3ccccn3)[C@@H]2CNC(=O)CC)cc1
15	Cc1ccc(S(=O)(=O)NCC[C@H]2CC[C@H](NC(=O)Nc3ccccc3F)[C@H](CO)O2)cc1
16	Cc1ccccc1-c1ccc([C@H]2[C@H](CO)N3CCCCN(CC4CC4)C[C@@H]23)cc1
17	COc1ccc(CN(C)C[C@@H]2Oc3ccc(NC(=O)c4ccncc4)cc3C(=O)N([C@H](C)CO)C[C@H]2C)cc1
18	CC(C)C#Cc1cnc2c(c1)C(=O)N([C@H](C)CO)C[C@H](C)[C@H](CN(C)Cc1cncnc1)O2
19	CO[C@@H]1CN(C)C(=O)c2ccc(NC(=O)c3ccc(-c4ccccc4)cc3)cc2OC[C@H](C)NC[C@H]1C
20	COc1ccc(C#Cc2ccc([C@@H]3[C@H](CO)N4CCCCN(C)C[C@@H]34)cc2)cc1

entry no.	11	12	13	14	15	16	17	18	19	20
C diff HTS	-1	-2	.	-7	-3	21	3	1	5	2
T cruzi growth	.	80	30	6	9	92	.	39	.	83
KDM4C inh	1.9	-0.1	-0.6	1.0	0.3	-1.0	20	-3.4	-3.3	0.1
Pf Dd2 growth	-71	-8	3	13	4	-14	-18	26	-49	-29

# Two entries picked at random from the list so far, as already listed:
20	COc1ccc(C#Cc2ccc([C@@H]3[C@H](CO)N4CCCCN(C)C[C@@H]34)cc2)cc1
13	O=C(C[C@@H]1CC[C@H]2[C@@H](COC[C@H](O)CN2S(=O)(=O)c2ccc(F)cc2)O1)NCCN1CCCCC1

entry no.	20	13
C diff HTS	2	.
T cruzi growth	83	30
KDM4C inh	0.1	-0.6
Pf Dd2 growth	-29	3

# (continued)
21	C[C@H]1CCCCO[C@H](CN(C)CC2CC2)[C@@H](C)CN([C@@H](C)CO)C(=O)c2cc(NC(=O)c3ccncc3)ccc2O1
22	O=C(C[C@@H]1C[C@H]2c3cc(NC(=O)C4CCOCC4)ccc3O[C@H]2[C@H](CO)O1)NCc1ccccc1
23	CO[C@H]1CN(C)C(=O)c2ccc(NS(C)(=O)=O)cc2OC[C@H](C)N(Cc2ccccn2)C[C@@H]1C
24	C[C@H]1CN([C@@H](C)CO)C(=O)c2cccc(NC(=O)CCCCCC(=O)Nc3ccccc3N)c2O[C@H]1CN(C)C(=O)NC1CCCCC1
25	CC(=O)N1[C@H](CN(C(=O)c2cccc(F)c2)C(C)C)[C@H](c2ccccc2)[C@@H]1CO
26	COc1cccc(-c2ccc3c(c2)O[C@H](CN(C)C(=O)C2CCCCC2)[C@@H](C)CN([C@H](C)CO)S3(=O)=O)c1
27	O=S(=O)(c1cccc(F)c1)N1CC[C@@H]2[C@@H](CO)Nc3ccc(-c4cccc(F)c4)cc3[C@@H]21
28	C[C@@H](O)C#Cc1ccc([C@H]2[C@H](CO)N3CCCCN(S(=O)(=O)c4ccccc4)C[C@@H]23)cc1
29	C[C@@H]1CN([C@@H](C)CO)C(=O)c2cc(-c3ccccc3F)cnc2O[C@@H]1CN(C)C(=O)C1CCC1
30	O=C(NC[C@H]1[C@H](c2ccccc2)[C@@H](CO)N1Cc1ccccn1)C1CCCC1

entry no.	21	22	23	24	25	26	27	28	29	30
C diff HTS	-2	4	-15	16	5	3	56	-6	0	9
T cruzi growth	27	10	.	.	59	99*	15	105*	-50	-65
KDM4C inh	-1.3	0.5	2.7	-1.0	0.7	-2.3	0.2	1.7	0.0	4.1
Pf Dd2 growth	-31	2	0	-61	-19	-64	-6	-19	26	3

31	Cc1noc(C)c1NC(=O)N1C[C@@H](O)COC[C@@H]2O[C@H](CC(=O)NCC3CCCCC3)CC[C@H]21
32	C[C@@H]1CCCCO[C@H](CN(C)C(=O)NC2CCCCC2)[C@@H](C)CN([C@H](C)CO)C(=O)c2cc(NC(=O)CCC(F)(F)F)ccc2O1
33	O=C(O)C[C@@H]1C=C[C@@H](NC(=O)Nc2ccccc2)[C@H](CO)O1
34	COc1ccc(S(=O)(=O)N(C)C[C@@H]2Oc3ccc(NS(=O)(=O)c4ccccc4)cc3C(=O)N([C@H](C)CO)C[C@H]2C)cc1
35	Cc1ccc(S(=O)(=O)Nc2cccc3c2O[C@@H](CN(C)C(=O)Nc2c(C)noc2C)[C@H](C)CN([C@@H](C)CO)C3=O)cc1
36	O=C(C[C@@H]1CC[C@@H]2[C@H](COC[C@@H](O)CN2C(=O)c2ccc3c(c2)OCO3)O1)NC1CCCC1
37	C[C@H]1CN([C@@H](C)CO)C(=O)Cc2cc(NS(=O)(=O)c3ccccc3)ccc2O[C@H]1CN(C)S(=O)(=O)c1cn(C)cn1
38	C[C@@H]1CN([C@@H](C)CO)C(=O)c2cc(NS(=O)(=O)c3ccc(Cl)cc3)ccc2O[C@@H](C)CCCCO[C@@H]1CN(C)C
39	Cc1noc(C)c1NC(=O)N[C@H]1CC[C@@H](CC(=O)N2CCN(C)CC2)O[C@H]1CO
40	C[C@H](CO)N1C[C@H](C)[C@@H](CN(C)C(=O)c2ccccn2)Oc2ncc(-c3ccccc3F)cc2C1=O

entry no.	31	32	33	34	35	36	37	38	39	40
C diff HTS	-1	2	2	-9	12	-2&-7	7	1	-1	-1
T cruzi growth	45	25	31	32	5	4	20	56	-12	11
KDM4C inh	0.0	1.4	-0.6	2.1	-1.0	0.4	-0.4	-0.6	0.7	-3.4
Pf Dd2 growth	6	18	10	-25	24	15	8	.	8	57

41	Cc1noc(C)c1NC(=O)Nc1ccc2c(c1)C(=O)N(C)[C@H]1CC[C@H](CC(=O)N[C@H]3CCN(Cc4ccccc4)C3)O[C@@H]1CO2
42	CC(C)NC(=O)Nc1ccc2c(c1)C(=O)N([C@H](C)CO)C[C@@H](C)[C@@H](CN(C)C(=O)Nc1ccccc1)O2
43	Cc1ccc(S(=O)(=O)Nc2ccc3c(c2)C(=O)N([C@H](C)CO)C[C@@H](C)[C@@H](CN(C)CC2CCCCC2)OCCCC[C@H](C)O3)cc1
44	O=C(C[C@@H]1C=C[C@H](NC(=O)Nc2cc(F)ccc2F)[C@@H](CO)O1)Nc1ccccc1
45	C/C=C/c1ccc(C2[C@H]3CNC[C@@H]2N3Cc2cc(OC)cc(OC)c2)cc1 (stereo partly drawn)
46	COc1ccccc1C#Cc1ccc2c(c1)[C@@H]1[C@@H](CCN1C(=O)c1cccc(F)c1)[C@H](CO)N2
47	C[C@@H]1CN([C@@H](C)CO)C(=O)c2cc(NS(=O)(=O)c3ccc(Cl)cc3)ccc2O[C@@H](C)CCCCO[C@@H]1CN(C)Cc1ccncc1
48	CCCC(=O)Nc1ccc2c(c1)C(=O)N(C)C[C@H](OC)[C@@H](C)CN(C(=O)c1ccncc1)[C@H](C)CO2
49	C[C@H](CO)N1C[C@H](C)[C@@H](CN(C)S(=O)(=O)c2ccc(F)cc2)Oc2ccc(NS(=O)(=O)c3cn(C)cn3)cc2C1=O
50	COc1ccc2c3c([nH]c2c1)[C@@H](CO)N(C(=O)Nc1ccc(F)cc1)CC31CCN(S(=O)(=O)c2ccc(C)cc2)CC1

entry no.	41	42	43	44	45	46	47	48	49	50
C diff HTS	5	-3	10	.	62&-9	40	-11	8	.	-1
T cruzi growth	-15	-4	93	-4	.	.	75	11	87	.
KDM4C inh	2.7	1.8	-2.7	-2.0	1.4&0.0	-1.2	8.5	3.8	-2.9	0.6
Pf Dd2 growth	4	20	-48	25	-58&2	-61	-77	18	8	-71

# Some of these compounds in order of molecular weight, smallest number first:
44	O=C(C[C@@H]1C=C[C@H](NC(=O)Nc2cc(F)ccc2F)[C@@H](CO)O1)Nc1ccccc1
41	Cc1noc(C)c1NC(=O)Nc1ccc2c(c1)C(=O)N(C)[C@H]1CC[C@H](CC(=O)N[C@H]3CCN(Cc4ccccc4)C3)O[C@@H]1CO2
43	Cc1ccc(S(=O)(=O)Nc2ccc3c(c2)C(=O)N([C@H](C)CO)C[C@@H](C)[C@@H](CN(C)CC2CCCCC2)OCCCC[C@H](C)O3)cc1

entry no.	44	41	43
C diff HTS	.	5	10
T cruzi growth	-4	-15	93
KDM4C inh	-2.0	2.7	-2.7
Pf Dd2 growth	25	4	-48

# Following part.
51	C[C@H](CO)N1C[C@H](C)[C@@H](CN(C)C(=O)c2cccc(F)c2)Oc2cc(-c3cncnc3)ccc2S1(=O)=O
52	C[C@H](CO)N1C[C@H](C)[C@H](CN(C)Cc2cncnc2)Oc2ncc(/C=C/c3ccccc3)cc2C1=O
53	C[C@H]1CN([C@@H](C)CO)C(=O)c2cc(C3=CCCC3)cnc2O[C@H]1CN(C)C(=O)C1CCCCC1
54	C[C@@H]1CN([C@H](C)CO)S(=O)(=O)c2ccc(-c3cncnc3)cc2O[C@@H]1CN(C)Cc1cncnc1
55	C[C@@H]1CCCCO[C@@H](CN(C)S(=O)(=O)c2ccc(Cl)cc2)[C@H](C)CN([C@@H](C)CO)C(=O)c2cc(NC(=O)NC3CCCCC3)ccc2O1
56	CO[C@@H]1CN(C)C(=O)c2cc(NS(=O)(=O)c3cn(C)cn3)ccc2OC[C@@H](C)NC[C@@H]1C
57	C/C=C/c1ccc2c(c1)O[C@@H](CN(C)Cc1ccccc1F)[C@@H](C)CN([C@H](C)CO)S2(=O)=O
58	O=C(C[C@H]1CC[C@@H](NS(=O)(=O)c2ccccc2)[C@@H](CO)O1)NCCN1CCCCC1
59	O=C(NC[C@@H]1CC[C@H]2[C@H](CN2Cc2ccccc2C(=O)O)O1)c1ccc(F)cc1
60	COc1ccc2c3c([nH]c2c1)[C@@H](CO)N(Cc1nccs1)CC31CCN(C(=O)C2CCC2)CC1
61	O=C(C[C@@H]1CC[C@@H]2[C@H](COC[C@@H](O)CN2Cc2cccc(F)c2)O1)NCCc1ccncc1
62	CC(C)NC(=O)N(C)C[C@H]1Oc2ccc(NC(=O)Cc3cn(C)c4ccccc34)cc2C(=O)N([C@@H](C)CO)C[C@@H]1C

entry no.	51	52	53	54	55	56	57	58	59	60	61	62
C diff HTS	5&1	0	-2	-2	0	.	5	3	-2	-3	.	3
T cruzi growth	49	21	-51	25	100*	57	119*	30	.	.	0	32
KDM4C inh	0.2	-0.6	4.5	1.8	16	-0.2	2.0	0.9	.	-0.9	-0.2	-0.3
Pf Dd2 growth	-10&7	12	12	46	.	3	-6	19	13	-51	3	-12
